Screens: PubChem, National Center for Advancing Translational Sciences (NCATS)
MLL CXXC-DNA inh – blocks binding of human MLL CXXC domain to DNA. Q03164. MLL-CXXC / FITC-HOXA9 DNA fluorescence polarization. Potency, µM (top dose mostly 115 µM), for inactives: at the highest dose activity change, negative = inhibition, usual class: inhibitors. 290,000 compounds, 0.037% hits. AID 2662; active = well fitted inhibition curve with a large enough effect in the polarisation, with a control signal flat, not every such curve was filed as active; inconclusive = small, poorly fitted or top-dose-only effect, or effect the other way, or a change in a side signal; inactive = no such curve, though single readings can be large or run the other way; the % refers to the polarisation; note: potency is the fitted concentration of half-maximal effect
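Purified MLL-CXXC (added from a 7 uM solution) was preincubated 5 min at ambient with pinned compounds in 50 mM Tris-HCl pH 7.5, 50 mM NaCl, 1 mM DTT, 0.05% BSA. Fluorescein-labeled HOX-A9 DNA (50 nM solution) followed, 30 min, then polarization read.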
ASM inhibitor – human S-ASM enzyme inhibition; 340,000 compounds, 0.006% hits; placental ASM, HMU-PC fluorogenic substrate, 60 min; AID 504937; Potency, µM (top dose mostly 57.5 µM), without a hit: top-dose activity change, negative = inhibition, most hits filed as inhibitors; note: potency is the fitted concentration of half-maximal effect
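Fluorogenic HMU-PC substrate (9 uM final) is turned over by placental ASM in 60 min at 37 C after a 10 min compound preincubation. Reaction ended by alkaline stop (pH 10), with fluorescence read at 386/447 nm.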
GALK inhibitor – blocks human galactokinase activity; P51570; Purified GALK, Kinase-Glo residual ATP luminescence; Potency, µM (doses to about 57.5 µM), for the others: at the highest dose activity change, negative = inhibition, actives largely listed as inhibitors; 270,000 compounds, 0.007% hits; AID 1868; note: potency is the fitted concentration of half-maximal effect; % is set by controls: 0 for no effect and ±100 for the full control effect
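Kinase-Glo Plus luminescence measured ATP left after a 1 h room-temperature reaction. The reaction used 5 nM GALK, 100 uM galactose and 35 uM ATP at pH 8.0 (20 mM HEPES, 5 mM MgCl2, 60 mM NaCl, 1 mM DTT, 0.01% BSA).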
TRPV1 agonist – human TRPV1 agonism; Q8NER1; TRPV1-expressing cells, Fluo-8 calcium influx, agonist mode; activation, % at 8.33 µM; 320,000 compounds, 0.19% hits; AID 540275; in the data active = activation above about 80%; inconclusive = between about 30% and that limit; note: 0% is about no effect
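Cells expressing TRPV1 were dye-loaded with Fluo-8 and read kinetically: 10 s baseline, 3 min after compound (agonist portion), then 2 min after EC20 capsaicin (allosteric enhancer portion). Calcium-bound dye fluorescence at 480/520 nm.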
MBNL1-CUG inh – MBNL1-poly(CUG) RNA binding inhibition. Q9NR56. 280,000 compounds, 0.036% hits. Potency, µM (highest dose often 57.5 µM), for the others: top-dose activity change, negative = inhibition, usual class: inhibitors. TR-FRET MBNL1-His/biotin-(CUG)12 binding, 665/545 ratio. AID 2675; active = well fitted inhibition curve with a large enough effect in the signal ratio, with a control signal flat, not every such curve was filed as active; inconclusive = small, poorly fitted or top-dose-only effect, or effect the other way, or a change in a side signal; inactive = no such curve, though single readings can be large or run the other way; the % refers to the signal ratio; note: potency is the fitted concentration of half-maximal effect; % is set by controls: 0 for no effect and ±100 for the full control effect
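MBNL1-His + Biotin-(CUG)12, cpd titration 92 nM–58 uM; Tb anti-His Ab 0.055 ng/ul, SA-XL665 5 nM (final); 60 min RT; ratiometric 665/545 nm, Ex 340 nm; normalized to buffer and full-complex controls.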
Coupling enz – inhibits coupling enzyme system, counter-screen for aldolase hits; activity change, negative = inhibition, % at 58.2 µM, hits read low; coupling enzyme system counterscreen, AmpLite Red fluorescence; 290,000 compounds, 0.67% hits; in the data active = activity change below about -30%; note: % is set by controls: 0 for no effect and ±100 for the full control effect
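Final compound at 57.5 uM, incubated 10 min at RT with coupling enzyme reagent (glyceraldehyde-3-phosphate), then 20 min with substrate and AmpLite Red detection. Fluorescence read at 525/598 nm; tests interference with the coupling assay, not aldolase inhibition.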
A-T KAP1 phos – potential ataxia-telangiectasia treatment | Potency, µM (top dose mostly 57.5 µM), inactives show at the top dose activation, actives largely listed as activators | 320,000 compounds, 0.19% hits | […] A-T fibroblasts, KAP-1 phosphorylation AlphaLISA; neocarzinostatin DNA damage 30 min before lysis; note: potency is the fitted concentration of half-maximal effect; % of control where 0% means no effect; nearly all actives have a fitted effect of over 45% in size
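hTERT-immortalized A-T patient fibroblasts ([…]), 500 cells/well in OPTI-MEM, 1% FBS, got compounds for 60 min, then NCS for 30 min at 37C. Lysates were then assayed for phospho-KAP-1 by AlphaLISA (anti-pKAP1 donor, anti-KAP1 acceptor beads), 6 hr at 25C.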
KCNH2 WT inh – inhibitors of human wildtype KCNH2 potassium channel; U2OS, BacMam KCNH2, thallium flux FluxOr; active compounds read low; 340,000 compounds, 0.37% hits; activity change, % at 1.84 µM;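 active = maximum activity change below -70%; inconclusive = maximum activity change between -70% and -50%; inactive = maximum activity change above -50%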; note: % is set by controls: 0 for no effect and ±100 for the full control effect
Target sequence (Q12809 whole entry, looked up): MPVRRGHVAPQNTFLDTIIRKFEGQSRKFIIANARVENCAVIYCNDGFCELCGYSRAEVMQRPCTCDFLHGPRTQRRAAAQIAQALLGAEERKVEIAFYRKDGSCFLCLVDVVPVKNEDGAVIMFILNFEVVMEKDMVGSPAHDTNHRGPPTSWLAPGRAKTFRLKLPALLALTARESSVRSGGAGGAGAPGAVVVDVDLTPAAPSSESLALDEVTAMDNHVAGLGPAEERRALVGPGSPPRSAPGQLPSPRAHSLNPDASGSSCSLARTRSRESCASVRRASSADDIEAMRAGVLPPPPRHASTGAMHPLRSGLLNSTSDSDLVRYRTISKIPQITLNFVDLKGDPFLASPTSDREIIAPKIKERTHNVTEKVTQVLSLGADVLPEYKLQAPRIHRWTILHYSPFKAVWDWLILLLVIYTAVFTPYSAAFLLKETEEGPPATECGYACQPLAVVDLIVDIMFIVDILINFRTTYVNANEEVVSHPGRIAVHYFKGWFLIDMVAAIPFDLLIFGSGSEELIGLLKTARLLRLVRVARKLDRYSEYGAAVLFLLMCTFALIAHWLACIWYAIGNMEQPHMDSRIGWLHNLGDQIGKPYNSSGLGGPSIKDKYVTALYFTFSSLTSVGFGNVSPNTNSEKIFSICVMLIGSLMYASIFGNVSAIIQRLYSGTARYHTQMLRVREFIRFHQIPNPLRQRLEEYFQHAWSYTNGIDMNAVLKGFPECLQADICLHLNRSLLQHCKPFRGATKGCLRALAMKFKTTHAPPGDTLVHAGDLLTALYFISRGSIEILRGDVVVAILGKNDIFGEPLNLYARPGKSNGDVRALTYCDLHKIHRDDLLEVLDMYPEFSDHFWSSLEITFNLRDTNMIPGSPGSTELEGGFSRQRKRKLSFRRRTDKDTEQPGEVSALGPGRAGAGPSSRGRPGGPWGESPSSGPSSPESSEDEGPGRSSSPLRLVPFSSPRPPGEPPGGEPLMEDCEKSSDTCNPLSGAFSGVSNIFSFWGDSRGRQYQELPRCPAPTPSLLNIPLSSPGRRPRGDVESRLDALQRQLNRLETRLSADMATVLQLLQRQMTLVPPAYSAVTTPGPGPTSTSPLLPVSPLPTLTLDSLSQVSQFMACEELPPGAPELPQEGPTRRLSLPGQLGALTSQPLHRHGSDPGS
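U2OS cells transduced with wild-type KCNH2 virus are loaded with FluxOr dye for 45 min, and thallium flux is measured in kinetic reads before and after stimulation buffer. Rate constants are normalized to DMSO controls.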
KCNH2 3.1 inh – blocks the human KCNH2 3.1 channel isoform | AID 720553 | 340,000 compounds, 0.95% hits | activity change, % (tested at about 1.8 µM) | U2OS KCNH2 3.1, thallium flux FluxOr; active compounds read low;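 active = maximum activity change below -70%; inconclusive = maximum activity change from -70% to -50%; inactive = maximum activity change above -50%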;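 note: thallium influx rate constant from kinetic fluorescence after stimulation buffer; % is set by controls: 0 for no effect and ±100 for the full control effect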
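Thallium flux read-out: FluxOr dye with Red40 quencher in HBSS/HEPES, 45 min at RT. Rate constants from kinetic reads were normalized to positive and negative DMSO controls. Cells: U2OS virally expressing the 3.1 isoform.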
a7 integrin act – integrin-mediated muscular dystrophy alleviation activation; 350,000 compounds, 0.064% hits; Potency, µM (highest dose often 38.3 µM), for the others: top-dose activation, most hits filed as activators; alpha7betagal myoblasts, beta-gal FDG fluorescence, 48 h;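 note: potency is the fitted concentration of half-maximal effect; 100% = response of the positive control SU9516; nearly all actives have a fitted effect of over 60% in size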
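Alpha7betagal+/- myoblasts (passage 13) were plated 16-24 hr, then exposed to compounds (1:260 dilution of DMSO stock) for 48 hours at 37C. After MPER lysis, β-galactosidase reporter activity was read as FDG fluorescence (ex 480/em 540) after 30 minutes.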
* = called active by the depositor; ? = inconclusive; . = no result given; [ ] = remark or other dose. Unless noted, calls come from the whole dose curve; as a rule, active = well fitted curve in the direction sought with a large enough effect; inconclusive = small, poorly fitted or top-dose-only effect, or another doubt; inactive = no such curve, though single readings can be large; an effect the other way counts as inactive or inconclusive.

Under each structure: MLL CXXC-DNA inh | ASM inhibitor | GALK inhibitor | TRPV1 agonist | MBNL1-CUG inh | Coupling enz | A-T KAP1 phos | KCNH2 WT inh | KCNH2 3.1 inh | a7 integrin act
(1) Cc1ccc(-n2nnc3c(SCC(=O)NCC4CCCO4)ncnc32)cc1 (configuration not stated)
→ -4% | 2% | 0% | 1 | -3% | 0 | -3% | -3 | 8 | -28%
(2) CCCN1CCN(C(=O)c2cc3c(s2)-c2ccccc2OC3)CC1
→ . | 468%[activator] | . | 2 | 29% | 0 | 6% | 5 | -2 | -9%
(3) Cc1nnc2n(c1=O)N=C(c1ccc(Cl)cc1)CS2
→ 13% | 0% | -2% | 1 | ? | 0 | 7% | -4 | -4 | -2%
(4) Cc1ccc(C(=O)N(c2c(C)n(C)n(-c3ccccc3)c2=O)C(C)C)cc1
→ -5% | 2% | 1% | 0 | -11% | 4 | . | 9 | -4 | -17%
(5) CC1(N(O)/C=C2\C=CC=CC2=O)CCCCC1=O (configuration not stated)
→ -6% | 9% | 0% | 1 | . | 0 | 1% | . | 7 | ?
(6) CCC1(CC)NC(=O)N(CC(=O)OC(C)C(=O)Nc2cc([N+](=O)[O-])ccc2OC)C1=O (configuration not stated)
→ -15% | -3% | 3% | -7 | ? | 0 | 4% | -2 | 14 | 15%
(7) COc1ccc(CN2C(=O)C(O)(CC(=O)c3ccc4c(c3)OCO4)c3ccccc32)cc1OC (configuration not stated)
→ 20% | -2% | -1% | 2 | -4% | 4 | 7% | 2 | -5 | -23%
(8) CC(C)(C)NC(=O)/C(=C/c1cccnc1)NC(=O)c1ccco1
→ -6% | -1% | 1% | -1 | 4% | 0 | -19% | -3 | -2 | 7%
(9) NC(=O)c1nsc(C(=O)N(c2ccccc2)C(C(=O)NC2CCCC2)c2ccncc2)c1N (configuration not stated)
→ -1% | 212%[activator] | 1% | 0 | 3% | 0 | 3% | 20 | 6 | -11%
(10) CCN1CCN(S(=O)(=O)c2ccc(C)c([N+](=O)[O-])c2)CC1
→ 4% | -1% | 1% | -7 | 34%[activator] | 4 | -5% | 15 | 3 | 5%
(11) O=C(Nn1c(-c2ccccc2)nc2ccccc2c1=O)c1ccco1
→ -1% | 4% | 3% | 3 | -7% | 2 | ? | -27 | . | 8%[7.66 µM]
(12) CC(=O)Nc1ccc(S(=O)(=O)N(C)CC(=O)N/N=C/c2cccc(O)c2)cc1
→ -7% | 4% | 2% | -1 | -2% | 6 | -1% | -3 | -10 | 21%
(13) CCOC(=O)NCc1ccc2[nH]c(C)cc2c1
→ . | -2% | . | -1 | 23% | 2 | 10% | -5 | -9 | 21%
(14) CC(O)[C@H]1CNCCN1CCc1cc(C(F)(F)F)cc(C(F)(F)F)c1 (some centres not stated)
→ . | -3% | . | 1 | . | . | -1% | 6 | 15 | 0%
(15) Nc1ncc([N+](=O)[O-])c(N2CCCCCC2)n1
→ 3% | -2% | 3% | 1 | 9% | 0 | 2% | 1 | 0 | ?
(16) COc1cc(NC(=O)C(C)Oc2ccccc2)ccc1NC(=O)COc1ccccc1 (configuration not stated)
→ -22% | -13% | 3% | 8 | -2% | . | 3% | 2 | -4 | -10%
(17) Cc1ccccc1-n1c(=O)cc(NCC2CCCO2)[nH]c1=O (configuration not stated)
→ 2% | -3% | 0% | 0 | 1% | 0 | 0% | 19 | -15 | 10%
(18) Cc1ccc(CNC(=O)CN(C2CCCCC2)S(C)(=O)=O)cc1
→ -1% | 0% | -2% | -1 | 3% | 1 | 2% | -9 | 5 | -10%
(19) Cc1nc2ncnn2c(N2CCCC(C(=O)Nc3ccc4c(c3)CCC4)C2)c1C (configuration not stated)
→ -4% | 0% | 1% | 2 | -8% | -1 | 34% | 3 | 16 | 17%[7.66 µM]
(20) Cc1cccc(OCC(=O)NC2CCCC2)c1
→ 2% | 1% | 9% | 5 | 0% | 0 | 9% | 2 | 2 | -8%
(21) CCC(=O)N1CCc2cc(S(=O)(=O)NC(C(=O)NC3CCCc4ccccc43)C(C)C)ccc21 (configuration not stated)
→ 57%[activator] | -5% | . | 10 | -6% | 5 | -11% | -4 | 2 | 10%
(22) COc1cccc(/C=N/NC(=O)c2[nH]c(C)c(C(=O)N/N=C/c3cccc(OC)c3)c2C)c1
→ 15% | -16% | . | 0 | 13% | 10 | -3% | 28 | 5 | -8%
(23) CCOc1ccc(N2C(=O)CCC2=O)cc1
→ 3% | 3% | 2% | 0 | 4% | 2 | 3% | 2 | -4 | 6%
(24) CC(=O)N1CCOc2ccc(S(=O)(=O)N(C)c3cccc(C)c3)cc21
→ -2% | 0% | -5% | 1 | -5% | . | -11% | 21 | 18 | -21%
(25) Cc1ccccc1-c1noc(CCC(=O)NCC2CCCO2)n1 (configuration not stated)
→ 9% | 0% | 2% | 2 | 0% | 1 | 0% | 43 | 6 | -5%
(26) CN1CCN(c2oc(-c3cccs3)nc2S(=O)(=O)c2ccccc2)CC1
→ -6% | 3% | 6% | 0 | 14% | 3 | 3% | 11 | -9 | -1%
(27) CN(C(=O)CSc1nccc(=O)[nH]1)C1CCCCC1
→ . | -2% | . | . | . | . | 2% | 5 | -17 | 15%
(28) Cc1ccc(S(=O)(=O)NCC(=O)OCc2csc(-c3ccccc3)n2)cc1
→ -2% | 0% | 0% | 9 | . | 0 | 0% | -14 | -5 | -41%
(29) Cc1ccc(NC(=O)COc2ccc3c(c2)OCO3)c(Cl)c1
→ . | -5% | . | 22 | . | . | -3% | -3 | 9 | 17%
(30) Cc1c(Br)c(C(F)(F)F)nn1CC(=O)NCCN1CCOCC1
→ 15% | -1% | 3% | 1 | 0% | -1 | 3% | 13 | -1 | 12%
(31) O=C(Cn1cc(C(=S)N2CCOCC2)c2ccccc21)N1CCOCC1
→ 0% | 3% | -1% | 1 | 5% | -2 | . | 6 | -13 | 11%
(32) Cc1cc([N+](=O)[O-])nn1CCCC(=O)NC1CCCCC1
→ 1% | -2% | 12% | 3 | . | 3 | 5% | -10 | -5 | 19%
(33) O=C(/C=C\c1ccccc1)Nc1nccs1
→ 35%[activator] | -4% | -3% | 30 | 18% | 0 | -4% | -8 | -15 | 0%
(34) CCOc1ccc(S(=O)(=O)N/N=C(\C)c2ccc3c(c2)OCO3)cc1
→ 2% | -6% | 1% | 16 | -5% | 0 | 1% | 5 | 6 | 3%
(35) N#Cc1ccccc1NS(=O)(=O)c1cc2c3c(c1)CCC(=O)N3CCC2
→ . | 0% | . | -4 | . | . | -10% | -3 | 7 | ?
(36) O=C(NCc1ccc(F)cc1)C1CCN(S(=O)(=O)N2CCCCC2)CC1
→ 7% | 5% | -1% | 10 | -4% | 0 | -10% | -21 | -9 | -9%[7.66 µM]
(37) CCOC(=O)C1CCN(S(=O)(=O)c2ccc(C(C)(C)C)cc2)CC1
→ -8% | -2% | -1% | 2 | 10% | 0 | -3%[11.5 µM] | 3 | 3 | 5%
(38) C/C(=N\Nc1cc(C)nc(-c2ccccc2O)n1)c1ccccc1O
→ 20% | ? | -3% | . | . | -1 | 3% | -21 | 18 | 1%
(39) CCOC(=O)c1sc2nccc(N(C)C)c2c1N=CNOCc1c(F)cccc1Cl
→ 0% | 485%[activator] | 3% | 27 | 155%[activator] | -1 | . | 6 | 10 | ?

4 of the compounds above, screen by screen:
(26) CN1CCN(c2oc(-c3cccs3)nc2S(=O)(=O)c2ccccc2)CC1
(31) O=C(Cn1cc(C(=S)N2CCOCC2)c2ccccc21)N1CCOCC1
(2) CCCN1CCN(C(=O)c2cc3c(s2)-c2ccccc2OC3)CC1
(6) CCC1(CC)NC(=O)N(CC(=O)OC(C)C(=O)Nc2cc([N+](=O)[O-])ccc2OC)C1=O (configuration not stated)

| Screen / compound no. | 26 | 31 | 2 | 6 |
| --- | --- | --- | --- | --- |
| MLL CXXC-DNA inh | -6% | 0% | . | -15% |
| ASM inhibitor | 3% | 3% | 468%[activator] | -3% |
| GALK inhibitor | 6% | -1% | . | 3% |
| TRPV1 agonist | 0 | 1 | 2 | -7 |
| MBNL1-CUG inh | 14% | 5% | 29% | ? |
| Coupling enz | 3 | -2 | 0 | 0 |
| A-T KAP1 phos | 3% | . | 6% | 4% |
| KCNH2 WT inh | 11 | 6 | 5 | -2 |
| KCNH2 3.1 inh | -9 | -13 | -2 | 14 |
| a7 integrin act | -1% | 11% | -9% | 15% |
